LYPLA1 counter = blocks human lysophospholipase 1, a PME1 counter-screen | O75608 | inhibition, % at 5.9 µM | recombinant LYPLA1, FP-Rh probe fluorescence polarization | actives 0.16% (n = 320,000);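 active = inhibition above the mean of all tested compounds plus 3 SD, set per campaign, cut at about 14% in these data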;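 note: inhibitors block serine hydrolase probe labeling of LYPLA1 so polarization falls; 0% = enzyme with DMSO and 100% = wells lacking LYPLA1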
Target sequence (O75608 whole entry, looked up): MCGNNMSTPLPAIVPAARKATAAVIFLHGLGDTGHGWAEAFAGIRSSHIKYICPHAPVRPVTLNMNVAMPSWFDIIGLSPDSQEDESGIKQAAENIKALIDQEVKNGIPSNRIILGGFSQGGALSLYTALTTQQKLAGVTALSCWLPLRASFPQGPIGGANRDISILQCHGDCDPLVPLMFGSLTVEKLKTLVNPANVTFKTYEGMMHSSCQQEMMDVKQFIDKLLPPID
PAD4 inh = PAD4 (human) enzyme inhibition; recombinant PAD4, RCA probe fluorescence polarization; inhibition, % at 6.36 µM; actives 0.41% (n = 330,000); AID 485272;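 active = percent inhibition above a cutoff equal to the mean of all tested compounds plus 3 SD, cut at about 15% in these data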;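 note: 0% = PAD4 with RCA probe and DMSO and 100% = probe without PAD4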
PAFAH1B2 inh = PAFAH1B2 (human) inhibition; recombinant PAFAH1B2, FP-rhodamine activity probe, fluorescence polarization; inhibition, % at 3.39 µM; actives 1.2% (n = 340,000);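 active = inhibition above the mean of all tested compounds plus 3 SD, cut at about 24% in these data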;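 note: 0% = enzyme with DMSO and 100% = wells lacking PAFAH1B2; many of its hits are not listed in these tables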
Fam108B inh = Fam108B inhibition, counter-screen for RBBP9 inhibitors; recombinant Fam108B, FP-Rh probe fluorescence polarization; inhibition, % at 9.51 µM; actives 0.33% (n = 300,000);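 active = inhibition above the screen mean inhibition plus 3 SD, computed separately per campaign, cut at about 18% in these data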;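 note: inhibitors lower polarization as less probe binds the enzyme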
GSTO1 counter = GSTO1 inhibition, counter-screen for RBBP9 inhibitors; actives 1.1% (n = 300,000); recombinant GSTO1, activity-based probe fluorescence polarization; inhibition, % at 5.96 µM; P78417;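 active = inhibition above the campaign mean inhibition plus 3 SD, cut at about 35% in these data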;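 note: 0% = GSTO1-1 with DMSO and 100% = wells lacking GSTO1-1 enzyme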
PAFAH2 inh = inhibitors of human PAFAH2; inhibition, % at 3.39 µM; recombinant PAFAH2, FP-rhodamine activity probe, fluorescence polarization; actives 0.99% (n = 340,000); AID 492956; Q99487;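 active = inhibition above the mean over all tested compounds plus 3 SD, cut at about 30% in these data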;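 note: inhibitors block probe labeling of enzyme so polarization drops; 0% = enzyme with DMSO and 100% = wells lacking PAFAH2 protein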
PME-1 primary = blocks human protein phosphatase methylesterase 1; Q9Y570; recombinant PME-1, FP-Rh probe fluorescence polarization; inhibition, % at 5.9 µM; actives 0.53% (n = 320,000); AID 2130;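 active = inhibition above the campaign mean of all compounds plus 3 SD, cut at about 26% in these data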;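 note: competitive labeling of PME-1 active site by serine hydrolase directed probe; 0% = PME-1 with DMSO and 100% = wells lacking PME-1 enzyme; inhibitors block probe labeling so polarization falls and inhibition rises; many of its hits are not listed in these tables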
Target sequence (Q9Y570 whole entry, looked up): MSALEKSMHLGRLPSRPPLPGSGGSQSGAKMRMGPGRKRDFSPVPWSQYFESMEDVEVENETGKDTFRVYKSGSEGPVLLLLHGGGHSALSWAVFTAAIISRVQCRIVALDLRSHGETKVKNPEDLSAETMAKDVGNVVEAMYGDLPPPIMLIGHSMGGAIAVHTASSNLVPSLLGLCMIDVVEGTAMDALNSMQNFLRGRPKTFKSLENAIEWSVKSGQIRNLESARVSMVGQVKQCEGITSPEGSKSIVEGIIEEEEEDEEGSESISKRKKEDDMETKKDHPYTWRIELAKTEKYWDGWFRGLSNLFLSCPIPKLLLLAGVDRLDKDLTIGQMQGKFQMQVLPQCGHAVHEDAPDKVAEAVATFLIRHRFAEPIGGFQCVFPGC
pPAFAH inh = inhibitors of human plasma PAF acetylhydrolase (pPAFAH); Q13093; recombinant pPAFAH, FP-rhodamine probe fluorescence polarization; inhibition, % at 3.39 µM; actives 1.5% (n = 330,000); AID 463082;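 active = inhibition above the mean inhibition across the screen plus 3 SD, cut at about 25% in these data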;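 note: inhibitors block binding of the rhodamine activity-based probe so polarization drops; 0% = enzyme with DMSO and 100% = wells lacking pPAFAH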
Target sequence (Q13093 whole entry, looked up): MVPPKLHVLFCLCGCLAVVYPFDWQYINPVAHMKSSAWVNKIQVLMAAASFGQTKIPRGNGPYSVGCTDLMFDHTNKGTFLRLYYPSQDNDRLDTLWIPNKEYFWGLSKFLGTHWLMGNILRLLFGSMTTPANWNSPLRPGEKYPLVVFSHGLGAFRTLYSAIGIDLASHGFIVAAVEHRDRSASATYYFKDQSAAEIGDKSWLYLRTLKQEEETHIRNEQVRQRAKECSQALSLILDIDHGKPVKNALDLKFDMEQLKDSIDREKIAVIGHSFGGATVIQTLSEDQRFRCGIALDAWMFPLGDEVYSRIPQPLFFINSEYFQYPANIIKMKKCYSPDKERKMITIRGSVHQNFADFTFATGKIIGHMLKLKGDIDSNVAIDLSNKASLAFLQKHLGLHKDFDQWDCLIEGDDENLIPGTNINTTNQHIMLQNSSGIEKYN
PAFAH1B3 FP inh = blocks human PAF acetylhydrolase 1B catalytic subunit 3; Q15102; recombinant PAFAH1B3, FP-rhodamine probe, fluorescence polarization; inhibition, % at 3.39 µM; actives 0.28% (n = 340,000); AID 492972;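 active = inhibition above the screen-wide average of all tested compounds plus 3 SD, cut at about 25% in these data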;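 note: 0% = enzyme with DMSO only and 100% = wells lacking PAFAH1B3 protein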
Numbers without * were called inactive; · = no result given.

Start of the data: the first 4 compounds (preview)
SMILES	LYPLA1 counter	PAD4 inh	PAFAH1B2 inh	Fam108B inh	GSTO1 counter	PAFAH2 inh	PME-1 primary	pPAFAH inh	PAFAH1B3 FP inh
CC(Nc1nc(N2CCCC2)nc2ccccc12)c1ccccc1 (centres undefined)	3	0	2	5	2	5	-7	8	7
COc1ccccc1OCC(=O)Nc1cccc(N(C)S(C)(=O)=O)c1	-3	4	0	-2	-5	6	-1	6	-4
CC(=O)N1N=C(c2ccncc2)OC12CCCC2	0	-1	4	1	-3	-2	7	-2	1
CC1(c2nnc(-c3ccncc3)o2)CC(c2cccnc2)=NO1 (centres undefined)	-2	1	7	4	8	1	-1	-2	14

Main list, repeating the preview:
SMILES	LYPLA1 counter	PAD4 inh	PAFAH1B2 inh	Fam108B inh	GSTO1 counter	PAFAH2 inh	PME-1 primary	pPAFAH inh	PAFAH1B3 FP inh
CC(Nc1nc(N2CCCC2)nc2ccccc12)c1ccccc1 (centres undefined)	3	0	2	5	2	5	-7	8	7
COc1ccccc1OCC(=O)Nc1cccc(N(C)S(C)(=O)=O)c1	-3	4	0	-2	-5	6	-1	6	-4
CC(=O)N1N=C(c2ccncc2)OC12CCCC2	0	-1	4	1	-3	-2	7	-2	1
CC1(c2nnc(-c3ccncc3)o2)CC(c2cccnc2)=NO1 (centres undefined)	-2	1	7	4	8	1	-1	-2	14
COc1ccccc1N1CCN(C(=O)c2cc3c(-c4ccc(Cl)cc4)nn(C)c3s2)CC1	-3	4	-4	-5	3	-6	0	2	0
CCCCCOc1ccc(Cl)cc1CN1CCOCC1	3	1	0	0	4	4	-3	4	0
COc1ccc(CCC(=O)NCC(=O)OCc2ccccc2)cc1	-1	4	4	4	-2	5	1	7	-1
CN(Cc1ccc(F)cc1)C(=O)c1cc(COc2ccc(F)cc2F)on1	0	1	3	-5	11	-1	-1	4	4
O=C(CC(=O)N/N=C/c1ccc(O)cc1)N/N=C/c1ccc(O)cc1	-1	-5	3	1	-13	0	3	4	11
Nc1ccc(C2CCCc3nonc32)c2nonc12 (centres undefined)	-2	0	0	6	4	4	4	2	3
CCN1C(=O)S/C(=C/c2c(OCc3ccc(C(=O)O)cc3)ccc3ccccc23)C1=O	-1	-5	2	-10	-2	3	-1	19	-1
O=C(CNC(=O)c1ccco1)OCC(=O)c1ccc2ccccc2c1	-3	-4	3	-3	-3	4	-3	2	5
COc1ccc(C(=O)/C=C/C(=O)N(Cc2ccccc2OC)C(C(=O)NC2CCCCC2)c2ccncc2)c(O)c1 (centres undefined)	-3	0	3	-1	6	-5	-4	2	7
COc1ccc(C(=O)Nc2cccc(S(=O)(=O)NC3=NCCC3)c2)cc1OC	·	-4	5	·	·	-4	·	1	5
Cc1nc2ccc(C(=O)Nc3ccc(N(C)C)cc3)cc2s1	5	-1	-1	1	-2	1	7	4	5
Cc1cccc(C)c1Nc1nnc(SCc2nc3ccccc3s2)s1	-9	-13	-2	-1	-10	-1	-9	7	-8
Cc1nn(CC(=O)NCc2cccc3ccccc23)c(=O)c2ccccc12	4	2	-7	-6	-1	-10	-5	-2	-9
CC(C)CNC(=O)c1ccc(Cl)c(Cl)c1	-3	1	4	-3	-3	1	-1	-6	-7
CC1CCN(C(=O)CSc2nnc(CNc3ccc(F)cc3)n2Cc2ccco2)CC1	0	0	2	1	-4	9	4	-2	3
COc1nc(N(C)C)nc(N(C)c2cc(Cl)cc(Cl)c2)n1	2	-6	-4	-2	-1	-1	-1	9	6
CC(O)[C@H]1CC[C@H]2[C@@H]3CC[C@H]4C[C@@H](O)CC[C@]4(C)[C@H]3C(=O)C[C@]12C (some centres undefined)	3	-2	-3	4	2	7	-1	5	3
COc1ccc(-n2nnnc2SCC(=O)Nc2nnc(C)s2)cc1	-1	-1	-3	-3	14	-10	2	0	8
O=C1CCC/C=C/C[C@H](CC(=O)N(CCO)Cc2ccccc2)C(=O)N[C@@H](Cc2ccccc2)CO1	·	1	5	·	·	45*	·	2	-7
Nc1nonc1OCCc1ccccc1	-2	-4	4	-2	-2	-5	-2	2	8
C=CCn1c(SCc2nc3cc(C(=O)OC)ccc3c(=O)[nH]2)nc2sc(CC)cc2c1=O	-3	0	3	-5	-9	-7	-9	8	-3
CCOC(=O)c1sc(NC(=O)CSc2n[nH]c(CC)n2)nc1C	-1	1	3	4	3	8	-3	-4	8
COc1ccc(-c2[nH]ncc2CN2CCN(C(=O)c3ccco3)CC2)cc1F	2	0	3	8	8	6	-5	1	8
CC(=O)c1cc(-c2ccccc2)n(CC(=O)NC2CCCCC2)c1C	-1	2	-2	-1	4	5	1	3	2
COc1ccc(CCNC(=O)c2cc(=O)c3cc(C)ccc3o2)cc1OC	0	-8	5	-8	-2	-1	2	-1	11
CN(C)S(=O)(=O)c1cccc(NC(=O)CCCC2CCCCC2)c1	-5	3	1	-3	-2	-1	-2	-2	12
CC(C)c1ccc(N(CC(=O)NC2CCCC2)C(=O)CCC(=O)Nc2nccs2)cc1	3	2	1	-5	4	5	0	1	-1
COc1ccc(NC(=S)NCCCN2CCCC2)cc1	0	0	5	7	2	7	-5	0	2
COc1ccccc1CC(=O)Nc1ccc([N+](=O)[O-])cc1O	-1	2	11	-1	7	34*	-2	-3	5
O=C(Nc1cccc(F)c1)c1cccnc1N1CCOCC1	0	1	5	3	-2	-5	-4	6	8
Fc1ccc(N2CCN(C3CCC(c4ccccc4)CC3)CC2)cc1 (centres undefined)	-2	-1	6	-2	5	-4	3	5	6
Cc1cc(CNC(=O)Cc2c(F)cccc2Cl)nn1C	2	0	5	4	0	-6	2	3	4
Cc1nc2nc(SCC(=O)NCCCN3CCOCC3)nn2c(C)c1Cc1ccccc1	0	-1	3	1	-8	5	-2	1	13
COc1cc2c(cc1OC)[C@@H]1Cc3cc4c(cc3[C@H](C2)N1C)OCO4	-1	4	5	-4	8	1	7	6	4
CS(=O)c1nc(-c2ccc(Br)cc2)cc(-c2ccccc2)c1C#N (centres undefined)	-17	0	-5	-24	-18	-12	-22	4	-8
CC(=O)c1cnc(SCCN2C(=O)c3ccccc3C2=O)nc1C	0	-3	-7	-2	-1	-8	-6	1	5
O=C(COc1ccc2c3c(c(=O)oc2c1)CCCC3)NCC(O)c1ccccc1 (centres undefined)	3	0	3	0	-2	4	2	5	5
CC(C)(C)OC(=O)C[C@@H]1C/C=C\C[C@@H](CC(=O)N(CCO)Cc2ccccc2)C(=O)N[C@H](Cc2ccccc2)COC1=O	·	-2	7	·	·	4	·	6	9
CC(=O)N(OCc1ccc(OC(C)C)c(Cl)c1)C(C)=O	1	-1	8	0	6	4	-1	1	-4
CC(=O)c1ccc(OCc2ccccc2)c(C)c1O	-2	-3	2	-6	1	6	-1	12	12
CC(C)(CC(=O)O)CC(=O)N1CCCN(c2nc3ccc(Cl)cc3s2)CC1	-3	6	-1	0	2	-1	0	3	0
c1ccc(-c2nc(N3CCCCCC3)c3ccccc3n2)nc1	0	-2	5	-6	17	9	-1	10	4
Cn1c(=O)c(Sc2ccc(Cl)cc2)c(O)c2ccccc21	0	6	6	-1	-3	-6	-5	6	0
CCOC(=O)c1sc2nc[nH]c(=O)c2c1C	-1	-1	-5	4	-1	7	-2	0	7
COc1ccc(OCC(=O)Nc2cc(-c3nn4c(C)nnc4s3)ccc2C)cc1	1	-7	-1	-1	-4	-8	-2	1	2
COc1ccc2oc(C(=O)NCCc3ccccc3)c(C)c2c1	-4	2	4	1	-2	0	-3	8	0
Cc1cc(C)cc(NC(=S)NC2CC3CCCC(C2)N3C2CCCC2)c1 (centres undefined)	0	-1	2	2	8	7	2	0	2
CCOC(=O)/C(N=Nc1ccc2c(c1)OCO2)=C(\C)O	-1	0	7	3	6	1	-1	2	5
CCOC(=O)CSC1=C(C#N)C(c2ccccc2Cl)C(C(=O)OC)C(=O)N1 (centres undefined)	1	0	1	3	-1	-5	0	-1	14
O=c1c2ccccc2nnn1-c1ccc(Br)cc1	0	-7	2	-2	-1	0	-4	4	5
COC(=O)NNC(=O)C(C)Oc1ccc(Cl)cc1Cl (centres undefined)	0	1	0	7	0	-1	-1	1	1
COc1ccc(CCNC(=O)COC(=O)Cc2ccccc2F)cc1	·	2	2	·	·	0	·	7	3
CC1=C(C(=O)N2CCOCC2)C(c2cc(C)cs2)NC(=O)N1 (centres undefined)	-8	1	-5	-4	-5	-14	-11	0	-10
CCC(CC)NC(=O)CC(c1ccccc1)c1ccccc1	0	-3	8	-1	-5	4	1	0	3
CC1CCCCC12NC(=O)N(CC(=O)NCCc1ccccc1)C2=O (centres undefined)	·	0	3	·	·	5	·	3	10
COC(=O)c1cc(S(=O)(=O)NCCN2CCOCC2)cn1C	1	3	0	0	0	-3	-5	2	5
More compounds:
SMILES	LYPLA1 counter	PAD4 inh	PAFAH1B2 inh	Fam108B inh	GSTO1 counter	PAFAH2 inh	PME-1 primary	pPAFAH inh	PAFAH1B3 FP inh
Cc1ccc(C2=C(O)c3ccccc3C(=O)C2=O)cc1	-1	-5	4	1	3	-2	2	0	-1
C#CCOCCOCCOCCNc1nc(N2CCN(C(=O)[C@H](CCCN=C(N)N)n3cc(C(N)[C@@H](C)CC)nn3)CC2)nc(N2CCN(C(=O)[C@H](CCC(=O)O)n3cc([C@@H](N)CC(N)=O)nn3)CC2)n1 (some centres undefined)	·	-5	-4	·	·	-1	·	-6	0
COCCn1c(=S)[nH]c2cc(C(=O)N3CCN(Cc4ccc5c(c4)OCO5)CC3)ccc2c1=O	1	-2	-8	-1	4	-1	-7	-4	5
CCCCc1n[nH]c2c1C(=O)CC(C)(C)C2	0	-2	5	-1	-3	-3	-2	4	1
CC1(C)C2CCC1(CS(=O)(=O)NCc1ccc(C(=O)O)cc1)C(=O)C2 (centres undefined)	1	2	2	4	-2	4	-1	-3	4
C=CCn1c(=S)sc2c(=O)[nH]c(C)nc21	-3	-7	·	-1	-12	·	-2	-4	·
Cc1nn(C)c(NC(=O)c2ccccc2Cl)c1Br	-4	1	3	1	2	-6	-6	-1	0
Cc1ccc(NC(=O)N2CCN(S(=O)(=O)c3ccccc3)CC2)cc1	1	-2	5	0	-4	1	1	2	8
O=C(C1CCN(c2ncnc3c2nc2n3CCCCC2)CC1)N1CCN(c2cccc(Cl)c2)CC1	6	-4	-2	6	-12	-3	-1	12	-4
Oc1ccc(C[C@H]2CNC(=S)N2CCc2cc(C(F)(F)F)cc(C(F)(F)F)c2)cc1	-4	-2	-1	-3	-2	-6	-1	8	14
CC(=O)Nc1ccc(-c2csc(NC(=O)CN3C(=O)NC4(CCCC4)C3=O)n2)cc1	-4	-4	2	0	-4	0	1	3	4
COc1ccc(CN2CCC(Oc3ccc(C(=O)N4CCCCC4)cc3)CC2)cc1C	-2	-1	-1	3	-3	0	6	0	4
COC(=O)CCCC1=CC2=CC(=O)C(C)(O)C(=O)C2=CO1 (centres undefined)	-3	4	·	0	19	·	1	16	·
COc1ccccc1C1(CCN=Cc2ccc(N(C)C)cc2)CCOC(C)(C)C1 (centres undefined)	1	1	6	1	-9	7	-3	4	-1
CC(Sc1nnc(COc2ccccc2)n1Cc1ccccc1)C(=O)O (centres undefined)	2	-3	7	1	10	1	-4	-2	6
COc1ccc2oc(C(=O)OCC(=O)N(CC(C)C)c3c(N)n(Cc4ccccc4)c(=O)[nH]c3=O)c(C)c2c1	-4	2	-2	-2	-2	15	0	2	5

From PubChem BioAssay

An excerpt, so the mix of outcomes need not match the whole.
